# Kir21 block = blocks the mouse Kir2.1 inward-rectifier potassium channel; B-score at 10 µM; HEK293-Kir2.1, FluxOR thallium flux fluorescence; active compounds read low; P35561; 0.85% of 310,000 active;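 active means fluorescence ratio B-score at or below minus 3 SD of library scores, with starting-brightness B-score within 2 SD, cut at about -4.2 in these data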;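 further: channel flux triggered by added potassium and thallium sulfate stimulus; B-score of peak minus minimum fluorescence over baseline after thallium stimulus; more negative B-score means stronger Kir2.1 block with less thallium influx; some compounds called inactive have numbers as strong as hits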
# KCNQ2 inh = KCNQ2 channel blockers in CHO-K1 cells – cell-based, FluxOR thallium flux, B-score, primary screen (AID 2156) | 20 min; active compounds read low | B-score at 10 µM | 1.1% of 310,000 active;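 active means fluorescence ratio B-score at most minus 3 library SDs, with starting brightness B-score within 2 library SDs, cut at about -5.5 in these data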
# Target sequence (O88943 whole entry, looked up): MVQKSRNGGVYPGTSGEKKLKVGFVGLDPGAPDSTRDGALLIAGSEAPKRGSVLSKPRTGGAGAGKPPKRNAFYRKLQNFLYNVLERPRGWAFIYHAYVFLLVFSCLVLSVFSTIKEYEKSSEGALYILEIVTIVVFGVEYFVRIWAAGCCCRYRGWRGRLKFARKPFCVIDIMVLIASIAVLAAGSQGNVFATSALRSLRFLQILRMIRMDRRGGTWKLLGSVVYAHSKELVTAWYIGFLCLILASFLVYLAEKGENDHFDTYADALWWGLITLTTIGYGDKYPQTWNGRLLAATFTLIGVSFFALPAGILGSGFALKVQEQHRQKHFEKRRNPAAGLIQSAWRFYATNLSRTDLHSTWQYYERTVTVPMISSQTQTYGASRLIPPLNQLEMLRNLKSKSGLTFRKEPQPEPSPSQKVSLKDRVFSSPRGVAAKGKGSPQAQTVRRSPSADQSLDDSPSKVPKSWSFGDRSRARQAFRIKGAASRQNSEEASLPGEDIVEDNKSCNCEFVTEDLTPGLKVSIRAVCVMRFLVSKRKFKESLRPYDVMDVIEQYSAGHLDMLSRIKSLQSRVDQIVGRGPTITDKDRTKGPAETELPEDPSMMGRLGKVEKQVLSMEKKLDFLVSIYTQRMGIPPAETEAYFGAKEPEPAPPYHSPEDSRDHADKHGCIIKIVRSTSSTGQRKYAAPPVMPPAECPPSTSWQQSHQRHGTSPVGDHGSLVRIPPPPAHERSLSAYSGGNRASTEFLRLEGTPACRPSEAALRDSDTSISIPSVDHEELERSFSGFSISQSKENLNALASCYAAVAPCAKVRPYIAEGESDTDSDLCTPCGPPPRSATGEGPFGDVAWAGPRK
# * = called active by the depositor; i = inactive.
Kir21 block,KCNQ2 inh,mol
-1.11,i,COCCCNc1nc2c(c(=O)[nH]c(=O)n2C)n1CCCc1ccccc1
1.13,i,O=C(NCCC1=CCCCC1)C1CCN(C(=O)Nc2ccccc2)CC1
-0.71,i,O=C(O)CCC(=O)N1CCc2cc(S(=O)(=O)Nc3ccc4c(c3)OCCO4)ccc21
-3.78,i,O=C(CCC(=O)Nc1ccccc1)N/N=C/c1ccncc1
1.36,i,O=c1[nH]c(=S)c2ncn(-c3ccccc3)c2[nH]1
-0.08,i,Cc1ccc(OCC(O)CN2CCN(CCO)CC2)c(C)c1 (stereo unspecified)
1.48,i,CS(=O)(=O)c1ccc(SCC(=O)NC2CCS(=O)(=O)C2)c([N+](=O)[O-])c1 (stereo unspecified)
-1.97,i,COc1ccc2c(CC(=O)Nc3c(C)n(C)n(-c4ccccc4)c3=O)coc2c1
0.79,i,O=C(NC1CCCC1)C(c1ccco1)N(Cc1ccccc1)C(=O)c1csnn1 (stereo unspecified)
0.47,i,Cc1ccc(S(=O)(=O)n2nccc2-c2c(-c3ccccc3)noc2C)cc1
0.06,i,Cc1ccc(-n2c(C)cc3c2CCCC3=O)cc1
-1.37,i,CC[C@@H](C)C(C(=O)N1CCN(C(=O)OC(C)(C)C)CC1)n1cc(-c2cn([C@@H](C)C(=O)N3CCN(C(=O)OC(C)(C)C)CC3)nn2)nn1 (stereo partly specified)
-0.11,i,c1cc2c(cc1-c1csc(NNC3=NCCCCC3)n1)OCCO2
0.81,i,O=S(=O)(c1cccs1)n1nnc2ccccc21
0.13,i,O=C(O)c1ncc(-c2ccccc2)cn1
-0.43,i,COc1ccc(O)c(C2=Nc3ccccc3N=C(c3cccs3)C2)c1
1.47,i,COc1ccc(NC(=O)N2CCC(c3nc(-c4cccs4)no3)CC2)cc1
0.22,i,CC(=O)N1CCN(c2ccc(NC(=O)c3cccc([N+](=O)[O-])c3)cc2)CC1
-15.9,i,Cc1c2cc(O)c(=O)cc-2oc2cc(O)c(O)cc12
-0.43,i,CCCCOC(=O)c1cc(-c2ccc(/C=N/n3cnnc3)o2)ccc1Cl
0.5,i,O=C(NC1CCCc2ccccc21)c1ccccc1 (stereo unspecified)
-2,i,C=CCNC(=S)N/N=C(\C)c1cccc(NC(C)=O)c1
-1.29,i,O=C1CCC(C(=O)N(Cc2ccco2)C2(C(=O)NC3CCCC3)CCCCC2)N1 (stereo unspecified)
0.71,i,CC(C)C(=O)OCCN=C1NS(=O)(=O)c2ccccc21
0.25,i,Cc1cc([N+](=O)[O-])nn1CC(=O)N1c2ccccc2CC1C (stereo unspecified)

# Profiles, quoted from the list.
# `CS(=O)(=O)c1ccc(SCC(=O)NC2CCS(=O)(=O)C2)c([N+](=O)[O-])c1` (stereo unspecified) as listed: Kir21 block = 1.48; KCNQ2 inh = i
# `O=C(CCC(=O)Nc1ccccc1)N/N=C/c1ccncc1` as listed: Kir21 block = -3.78; KCNQ2 inh = i
# `O=c1[nH]c(=S)c2ncn(-c3ccccc3)c2[nH]1` as listed: Kir21 block = 1.36; KCNQ2 inh = i

# Arranged by SMILES length (largest number first): some entries from above
Kir21 block,KCNQ2 inh,mol
-1.37,i,CC[C@@H](C)C(C(=O)N1CCN(C(=O)OC(C)(C)C)CC1)n1cc(-c2cn([C@@H](C)C(=O)N3CCN(C(=O)OC(C)(C)C)CC3)nn2)nn1 (stereo partly specified)
0.79,i,O=C(NC1CCCC1)C(c1ccco1)N(Cc1ccccc1)C(=O)c1csnn1 (stereo unspecified)
-0.43,i,COc1ccc(O)c(C2=Nc3ccccc3N=C(c3cccs3)C2)c1
0.5,i,O=C(NC1CCCc2ccccc21)c1ccccc1 (stereo unspecified)

# Next part.
Kir21 block,KCNQ2 inh,mol
-1.86,i,CCC(=O)c1ccc(OCC(O)CN(C)C2CCCCC2)cc1 (stereo unspecified)
-0.32,i,O=C(CSc1nnc(-c2ccc(C(F)(F)F)cn2)o1)Nc1ccccc1Cl
-0.06,i,O=C(Nc1cccc(NC(=O)c2ccc(Br)cc2)c1)c1ccccc1
-0.97,i,CCCCC(=O)Nc1ccc(S(=O)(=O)N2CCCCC2c2cccnc2)cc1 (stereo unspecified)
2.25,i,O=C(CNC(=O)c1ccc(Br)cc1)NCC(=O)OCC(=O)c1ccccc1
0.88,i,Cc1cc(Cl)c(S(=O)(=O)N/N=C/c2ccc3c(c2)OCO3)c(Cl)c1
-1.28,i,CCOC(=O)CSc1nnc(CNC(=O)c2ccccc2OC)n1-c1ccc(OC)cc1
0.88,i,O=C(Nc1ccnc(-c2ccncc2)n1)c1ccc(F)cc1
0.84,i,CCCC(C)c1nnc(NC(=O)CCS(=O)(=O)Cc2ccccc2)s1 (stereo unspecified)
-0.53,i,Cc1cc(-c2ccccc2)n(-c2ccccc2)n1
0.11,i,COc1ccc(-c2ccc(C#N)c(SCC(=O)Nc3sc4c(c3C#N)CCC4)n2)cc1
-1.4,i,O=C(Cn1cnc2sc(-c3ccccc3)cc2c1=O)N1CCOCC1
1.01,i,COc1ccccc1C(=O)Nc1ccnn1C1CCN(CC2CC=CCC2)CC1 (stereo unspecified)
1.33,i,Oc1cc2ccccc2cc1-c1nnc2n1-c1ccccc1SC2
-0.17,i,Cc1ccc(NC(=O)C2CCN(C(=O)c3cccs3)CC2)cc1
0.32,i,COc1cccc(/C=N/Nc2nccnc2Cl)c1O
-0.26,i,CCOc1ccc(NC(=O)c2c[nH]n3c(=O)cc(C4CCN(C(=O)OC(C)(C)C)CC4)nc23)cc1
-2.3,i,O=C(COC(=O)c1cccs1)c1ccc2ccccc2c1
-0.08,i,CC(C)C(=O)Nc1cccc(-c2cn3ccccc3n2)c1
-1.67,i,Fc1ccc(Cn2nnnc2C(c2ccc(Cl)cc2)N2CCSCC2)cc1 (stereo unspecified)
-0.06,i,c1ccc(-c2csc3ncnc(-n4cnc5ccccc54)c23)cc1
1.03,i,Cc1ccc(/C=N\NC(=O)COc2ccc(C)cc2[N+](=O)[O-])cc1
0.7,i,CCc1ccc2c(c1)CCCN2C(=O)c1ccccc1C(=O)O
-0.94,i,O=C(COc1cccnc1[N+](=O)[O-])c1ccc(Cl)s1
1.04,i,CC12C(=O)N(c3cccc4cccnc34)C(=O)C1C1C=CC2C1 (stereo unspecified)
-0.35,i,Cc1cccc2nc(CSc3nc4ccccc4[nH]3)cn12
1.73,i,Cc1c(S(=O)(=O)Nc2cccc3ccccc23)c(=O)n(C)c(=O)n1C
0.16,i,Cc1ccc(/C=N/NC(=O)CN2CCN(Cc3ccccc3)CC2)s1
0.82,i,CCOC(=O)c1ccc(Nc2nnc(C)c3ccccc23)cc1
-0.71,i,CCOc1cc(S(=O)(=O)NCCN2CCOCC2)c(C)cc1C
0.04,-6.14*,c1ccc(CCc2nn3c(C4COc5ccccc5O4)nnc3s2)cc1 (stereo unspecified)
2.41,i,O=C(CN1C(=O)CSc2ccccc21)N1CCc2ccccc21
-0.87,i,COC(=O)c1nnn(CC(=O)NC(=O)Nc2c(C)cccc2C)c1C(=O)OC
0.22,i,Cc1noc(C)c1C(=O)Nc1ccccn1
-2.14,i,CC(=O)N1N=C(c2c(-c3ccccc3)c3cc(C)ccc3[nH]c2=O)CC1c1ccco1 (stereo unspecified)
0.2,i,CCOC(=O)c1c(/N=C/C2=C(O)CC(C)(C)CC2=O)sc2c1CCCC2
-0.01,i,CCc1cccc(NC(=O)C2CCCN2S(=O)(=O)c2ccc3c(c2)CC(C)N3C(C)=O)c1 (stereo unspecified)
-0.16,i,O=C(CCN1CCN(c2ccc(F)cc2)CC1)Nc1ccccc1F
-0.45,i,O=C1N(Cc2ccccc2)c2ccccc2C12OCCO2
-0.35,i,O=C1Nc2ccc(S(=O)(=O)NCC3CCCO3)c3cccc1c23 (stereo unspecified)
0.51,i,O=C(Nc1ccc(-c2cnco2)cc1)c1ccc(Cl)cc1
0.08,i,COc1cc(S(=O)(=O)N(Cc2ccccn2)Cc2ccco2)ccc1-n1cnnn1
0.31,i,O=C1C2C3C=CC(CC3)C2C(=O)N1/N=C/c1c(O)ccc2ccccc12 (stereo unspecified)
0.04,i,CCOc1ccc(Cc2nc(C)c(CC(=O)N3CCCCC3)c(=O)[nH]2)cc1
1.25,i,CC(=O)NC(=O)c1cnn(-c2ccccc2)c1N
1.97,i,CC(C)n1cc(C(=O)N2CCCC(Nc3ccc(F)c(F)c3)C2)cn1 (stereo unspecified)
-0.78,i,COCCNC(=O)c1cccc(OC2CCN(Cc3ccc(Cl)c(F)c3)CC2)c1
-0.21,i,CN(C)c1ccc(NC(=O)CN2CCN(c3ccc(F)cc3)CC2)cc1
-0.41,i,COc1ccc(S(=O)(=O)NCCc2csc(C)n2)cc1C
1.36,i,CCc1ccc2nc(Nc3ncc(C(C)=O)c(C)n3)nc(C)c2c1

# Further records
Kir21 block,KCNQ2 inh,mol
0.04,i,COc1ccc(OCC(=O)Nc2ccc3c(c2)nc(CCN2CCCCC2)n3C)cc1
0.15,i,Cc1cccc(-n2ncc3c(NCCCn4ccnc4)ncnc32)c1
0.56,i,Cc1ccc2oc(-c3ccccc3)nc2c1
-0.72,i,O=C(CSc1nc2ccccc2c(=O)n1Cc1ccco1)c1ccccc1
0.77,i,O=C(CSCC(=O)Nc1nc(-c2ccc3c(c2)OCO3)cs1)Nc1nccs1
-0.09,i,CCN(CC(=O)Nc1c(F)cccc1F)C(=O)CSCc1c(C)noc1C
-0.04,i,COc1ccccc1OCCn1cc(/C=C(\C#N)C(=O)NCc2cccs2)c2ccccc21
3.9,i,COc1ccc2[nH]c(=O)c(CN(Cc3ccc4c(c3)OCO4)C(C)=O)cc2c1
-0.57,i,Cc1cccc(C(=O)N2CCC(=O)N(C(COCc3ccc(Cl)cc3)Cc3ccccc3)CC2)c1 (stereo unspecified)
0,i,Cc1nc2sc3c(c2c(=O)n1/N=C/c1ccco1)CCCC3
0.52,i,Cc1cccc(C)c1Nc1nnc(SCC(=O)NC2CCS(=O)(=O)C2)s1 (stereo unspecified)
1.06,i,Cc1cccc(NC(=O)[C@@H]2CCCN2C(=O)OC(C)(C)C)c1
1.64,i,O=C(NNC(=O)C1CC(=O)N(Cc2ccccc2)C1)c1ccc(F)cc1 (stereo unspecified)
0.01,i,COc1ccc(CCNC(=O)CSc2nc3[nH]ncc3c(=O)n2-c2ccc(Cl)cc2Cl)cc1OC
-0.04,i,O=C(C1CCN(S(=O)(=O)c2cccc3nonc23)CC1)N1CCCCC1
1.89,i,S=c1[nH]nc(C2CCCCC2)n1/N=C/c1ccc(Br)cc1
0.24,i,CCOC(=O)c1sc(NC(=O)Nc2ccccc2)cc1C
0.05,i,S=C(NCc1ccc(Cl)cc1Cl)Nc1ccccc1
0.07,i,COc1ccccc1C(=O)NC(C)c1ccccc1 (stereo unspecified)
1.09,i,COc1ccc(CNC(=S)Nc2ccc(-c3ccccc3)cc2)cc1
-0.03,i,COc1ccc(C(N)=S)cc1
0.13,i,CC(C)(C)NC(=O)c1cccc(NC(=O)CSc2ccccc2)c1
-1.55,i,Cc1ccc(S(=O)(=O)NCCCCCC(=O)Nc2ccccc2C)cc1
-0.18,i,Cc1ccccc1NC(=S)N/N=C/C(C)c1ccccc1 (stereo unspecified)
0.79,i,CCc1nc2scc(-c3ccccc3)c2c(=O)n1N

# Of the compounds above, three have a COOH group.
Kir21 block,KCNQ2 inh,mol
-0.71,i,O=C(O)CCC(=O)N1CCc2cc(S(=O)(=O)Nc3ccc4c(c3)OCCO4)ccc21
0.13,i,O=C(O)c1ncc(-c2ccccc2)cn1
0.7,i,CCc1ccc2c(c1)CCCN2C(=O)c1ccccc1C(=O)O

# Other records:
Kir21 block,KCNQ2 inh,mol
-0.62,i,O=C(O)CCCCCNCc1ccncc1
-1.15,i,O=C(O)c1cc(-c2ccc(O)cc2)on1
-0.15,i,CC(=O)Nc1ccc(-c2csc(N/N=C(/C)c3ccccc3)n2)cc1
-1.15,i,COc1ccc(OC)c(C(=O)c2c(C)oc3cc(Br)c(O)c(CN(C)C)c23)c1
-0.1,i,C/C(=N\n1c(C)cc(C)c(C#N)c1=O)c1cccs1
1.26,i,C=C(C)CSc1nnc([C@H](CCSC)NC(=O)OC(C)(C)C)o1
-0.51,i,O=C(c1cc(-c2ccc(Cl)cc2)on1)N1CCc2ccccc2C1
-0.3,i,CCn1c(-c2ccc(N)cc2)nc2ccccc21
-0.01,i,O/N=C(\c1ccc(Cl)cc1)c1cc2ccccc2o1
1.9,i,CCCc1c(C(=O)N/N=C/c2ccco2)nnn1-c1nonc1N
1.69,i,CCc1ccccc1NC(=O)CN(C)S(=O)(=O)c1ccc2c(c1)c(=O)n(C)c(=O)n2C
0.61,i,CCCC(C)c1nc(C(N)=O)c2[nH]c(=O)n(-c3ccc(OC)c(OC)c3)c2n1 (stereo unspecified)
0.79,i,O=S(=O)(Nc1ncccn1)c1ccc(NC(=S)Nc2ccccc2)cc1
-0.21,i,CC(/C=C/C=C/c1ccccc1)=N/NC(=O)CNc1ccc(C)cc1
-0.33,i,CCC(=O)Nc1nc2ccccc2n1CCN(CC)CC
2.47,i,Cc1ccc(Cl)cc1NC(=O)C[n+]1ccc(Cc2ccc([N+](=O)[O-])cc2)cc1
0.71,i,CCn1c(C)nc2cc(C(=O)NNC(=O)CCC3CCCCC3)ccc21
-1.35,i,COc1cccc(OC)c1OCCCN1CCC(Cc2ccccc2)CC1
0,i,CC(C)(C)n1cnc2cc(NC(=O)c3ccc(Cl)cc3)ccc21
0.32,i,COC(=O)CCSc1cc([N+](=O)[O-])cc2c1c(C1OCCS1)nn2-c1ccccc1 (stereo unspecified)
2.7,i,O=C(Cn1c(NCCCO)nc2ccccc21)c1cccs1
-0.42,i,COC(=O)c1ccc(OCC(=O)Nc2ccsc2C(=O)OC)cc1
0.84,i,Cc1cc(OCCN2CCCC2)ccc1[N+](=O)[O-]
0.5,i,CC(C)NC(=O)C1CC=CCC1C(=O)O (stereo unspecified)

# Outcome played no part in choosing rows, and some 1.8% of all compounds hit somewhere here.
